# Bioassay records deposited in PubChem by several laboratories.
# CR mimetic SO – reduction of superoxide in aged yeast, primary screen, HTS; superoxide response (% of plate mean), % at 10 µM; AID 2690, 2010; actives 0.18% (n = 330,000); S. cerevisiae aged cells, superoxide DHE fluorescence; stronger effect = lower value;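 active = superoxide response under a set limit, about three screen SD below normal, cut at about 65% in these data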;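 also: yeast aged for seven days with compound at 30 °C before DHE staining; 100% = average MFI of all compound-treated wells on the plate with controls excluded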
# AGP1-GFP MLPCN – modulators of AGP1-GFP expression in yeast TOR pathway, primary screen, cell-based, multiplex flow cytometry, S. cerevisiae, MLPCN library | actives 0.02% (n = 320,000) | GFP response vs DMSO, % at 10 µM | 3 h; GFP as percent of DMSO wells;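 active = GFP response relative to DMSO above a set limit, near screen average plus 3 SD, cut at about 150% in these data; inconclusive = fewer than 70 cells counted for the yeast strain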;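 also: median GFP channel fluorescence of the gated AGP1 strain per well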
# MEX-5 binding – MEX-5 zinc finger RNA-binding disruptors – biochemical, C. elegans, fluorescence polarization, MLPCN library, primary screen | actives 0.38% (n = 300,000) | Zinc finger protein mex-5 (Caenorhabditis elegans), Q9XUB2 | MEX-5/FITC-TCR2 RNA binding; stronger effect = lower value | activity score (negative = inhibition of binding), % at 10 µM;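 active = inhibition past about -25% in most replicates, and total fluorescence under double the plate's negative control median, limit read from the data; inconclusive = replicates evenly split on the limit, or fluorescence at least double controls; inactive = too little inhibition in most replicates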;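 also: 0% = DMSO and -100% = 5 µM competing unlabeled TCR2 RNA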
# VLA-4 inh – inhibition in human VLA-4 binding assay, primary screen, VLA-4 allosteric modulator project, MLPCN library, flow cytometry, VLA-4 expressing cells; actives 0.2% (n = 330,000); Integrin alpha-4 (Homo sapiens), P13612; ligand binding flow cytometry; inhibition, % (about 7 µM as worked out from the volumes in the protocol); in the data active = inhibition above about 50%
# BCLXL inh – inhibitors of human Bcl-xL, primary screen, biochemical, fluorescence polarization, HTS | Bcl-2-like protein 1 (Homo sapiens), Q07817 | GST-Bcl-xL / FITC-Bim BH3 peptide fluorescence polarization | inhibition, % at 10.9 µM | actives 0.7% (n = 320,000);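 active = inhibition above the mean of all tested compounds plus 3 SD, cutoff set per campaign, cut at about 30% in these data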;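 also: 0% = DMSO wells and 100% = unlabeled Bim-BH3 peptide competitor; inhibitors lower millipolarization by displacing the labeled peptide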
# Target sequence (Q07817 whole entry, looked up): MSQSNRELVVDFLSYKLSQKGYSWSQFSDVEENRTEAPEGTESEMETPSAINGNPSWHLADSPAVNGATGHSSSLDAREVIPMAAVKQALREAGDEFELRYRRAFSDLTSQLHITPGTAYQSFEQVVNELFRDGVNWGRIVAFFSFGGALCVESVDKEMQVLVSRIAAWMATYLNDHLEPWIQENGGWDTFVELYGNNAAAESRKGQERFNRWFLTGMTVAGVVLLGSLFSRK
# CIT2 TOR yeast – modulators of CIT2-GFP expression in yeast, primary screen, S. cerevisiae, GFP fusion, multiplex flow cytometry, MLPCN library; GFP response vs DMSO, % at 10 µM; S. cerevisiae CIT2-GFP strain, 3 h; 100 means same as DMSO wells; actives 0.065% (n = 320,000); AID 2029, 2009;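 active = GFP response relative to DMSO above a set limit, near the screen mean plus 3 SD, cut at about 150% in these data; inconclusive = Fewer than 70 cells measured for a yeast strain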;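 also: ratio of well median GFP fluorescence to mean of DMSO wells on the plate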
# GRK2 inh – compounds blocking aptamer binding on GRK2 – biochemical, human GRK2, bead flow cytometry, HTS, primary screen; actives 0.59% (n = 330,000); inhibition of aptamer binding, % at 10 µM; Beta-adrenergic receptor kinase 1 (Homo sapiens), P25098; AID 488847, 2010; FAM-aptamer displacement from GRK2;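 active = inhibition of aptamer binding above 40%, roughly 3 SD of noise, on plates passing a quality check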;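 also: median bead fluorescence of bound FAM aptamer so fluorescent compounds give negative values; no value below 0 was filed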
# GLD-1 RNA inh – GLD-1/TGE RNA complex disruptors, primary screen, biochemical, fluorescence polarization; Female germline-specific tumor suppressor gld-1 (Caenorhabditis elegans), Q17339; purified GLD-1 + fluorescein TGE RNA; inhibition, % at 5.96 µM; actives 0.44% (n = 320,000); AID 2280, 2010;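 active = percent inhibition above a per-plate cutoff, the plate mean of test compounds plus 3 SD, cut at about 30% in these data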;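 also: 0% = DMSO wells with GLD-1 and probe and 100% = wells lacking GLD-1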
# Target sequence (Q17339 whole entry, looked up): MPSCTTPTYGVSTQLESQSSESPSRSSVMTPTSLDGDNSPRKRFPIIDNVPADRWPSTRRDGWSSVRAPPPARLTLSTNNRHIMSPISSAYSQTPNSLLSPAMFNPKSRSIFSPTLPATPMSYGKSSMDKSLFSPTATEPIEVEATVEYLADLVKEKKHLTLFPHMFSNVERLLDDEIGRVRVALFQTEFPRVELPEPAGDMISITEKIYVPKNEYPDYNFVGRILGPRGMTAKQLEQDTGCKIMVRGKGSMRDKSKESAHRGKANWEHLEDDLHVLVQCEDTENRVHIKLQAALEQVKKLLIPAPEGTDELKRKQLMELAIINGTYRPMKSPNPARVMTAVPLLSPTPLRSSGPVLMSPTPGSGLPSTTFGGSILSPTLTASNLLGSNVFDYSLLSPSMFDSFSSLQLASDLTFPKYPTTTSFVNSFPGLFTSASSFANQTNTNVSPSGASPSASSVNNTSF
# MCL1 BIM primary – inhibitors of MCL1 binding to BIM-BH3, primary screen, biochemical, fluorescence polarization | inhibition, % at 10.9 µM | GST-MCL1 / FITC-Bim-BH3 fluorescence polarization | Induced myeloid leukemia cell differentiation protein Mcl-1 (Homo sapiens), Q07820 | actives 0.68% (n = 320,000) | AID 2057, 2009;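 active = inhibition above the mean inhibition of all tested compounds plus 3 SD, set per campaign, cut at about 40% in these data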;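 also: 0% = DMSO wells and 100% = unlabeled Bim-BH3 peptide control; higher means more loss of mP so more displacement of Bim peptide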
# Target sequence (Q07820 whole entry, looked up): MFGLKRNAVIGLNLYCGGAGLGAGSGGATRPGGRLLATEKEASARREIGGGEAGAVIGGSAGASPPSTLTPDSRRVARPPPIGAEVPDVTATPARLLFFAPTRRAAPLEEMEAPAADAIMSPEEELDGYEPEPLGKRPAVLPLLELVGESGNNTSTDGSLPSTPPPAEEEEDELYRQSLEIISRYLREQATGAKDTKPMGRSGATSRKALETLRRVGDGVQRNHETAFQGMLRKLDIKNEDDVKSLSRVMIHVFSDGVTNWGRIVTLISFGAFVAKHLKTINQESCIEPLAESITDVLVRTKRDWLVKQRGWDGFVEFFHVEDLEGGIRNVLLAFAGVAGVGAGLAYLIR
# The depositor's hits bear a star; ? = inconclusive; . = not tested or not shown; & = joins results of further samples; [ ] = another dose, or the depositor's remark.
# The opening 2 records, to show the layout:
SMILES,CR mimetic SO,AGP1-GFP MLPCN,MEX-5 binding,VLA-4 inh,BCLXL inh,CIT2 TOR yeast,GRK2 inh,GLD-1 RNA inh,MCL1 BIM primary
COc1cc([N+](=O)[O-])ccc1NC(=O)C1CCCN(S(C)(=O)=O)C1 (stereo not given),85,102,.,9,8,105,0,13,9
CC1(NC(=O)c2cc(S(=O)(=O)N3CCCCC3)ccc2Cl)CCS(=O)(=O)C1 (stereo not given),92,93,-1.0,4,1,97,0,1,3

# Main list (from the top)
SMILES,CR mimetic SO,AGP1-GFP MLPCN,MEX-5 binding,VLA-4 inh,BCLXL inh,CIT2 TOR yeast,GRK2 inh,GLD-1 RNA inh,MCL1 BIM primary
COc1cc([N+](=O)[O-])ccc1NC(=O)C1CCCN(S(C)(=O)=O)C1 (stereo not given),85,102,.,9,8,105,0,13,9
CC1(NC(=O)c2cc(S(=O)(=O)N3CCCCC3)ccc2Cl)CCS(=O)(=O)C1 (stereo not given),92,93,-1.0,4,1,97,0,1,3
COC(=O)c1ccsc1NC(=O)CCS(=O)(=O)c1ccccc1,103,103,-3.9,-14,15,96,3,6,15
O=C1CCCC(O)=C1Sc1ccccc1C(=O)O,98,104,-5.2,0,10,109,31,10,23
CCCSC(=O)N(CC)CC(=O)Nc1c(CC)cccc1CC,99,99,2.1,-6,0,98,0,4,4
COc1ccc(S(=O)(=O)Cc2ccc(C(=O)N3CCN(c4cccc(C)c4C)CC3)o2)cc1,110,99,-2.0,6,10,103,0,0,3
COC(=O)c1ccc(CNC(=O)COC(=O)CC23CC4CC(CC(Br)(C4)C2)C3)cc1,91,94,1.7,26,-1,104,0,0,-11
COc1ccc(CNC(=O)C(C)Sc2ccc(C)cc2)cc1 (stereo not given),99,112,1.4,3,1,98,0,7,0
O=C(CSc1nc2ccccc2s1)NNC(=O)Nc1ccc(Cl)c(Cl)c1,116,97,0.4,5,-4,.,0,-4,-3
CCCCNC(=O)n1c(SC)nc2ccccc21,95,12[may fluoresce violet],-0.8,2,0,?,0,-4,-3
CC(CC(=O)NC1CCCC1)c1ccccc1 (stereo not given),91,102,-1.3,-2,0,104,1,4,4
Cc1noc(C)c1CSCC(=O)N(C)CC(=O)Nc1ccc(F)c(F)c1F,101,99,1.6,3,2,92,1,3,3
CCOc1ccccc1NC(=O)CN(c1ccc(OC)cc1OC)S(=O)(=O)c1ccccc1[N+](=O)[O-],115,95,0.5,-4,2,101,0,-1,0
Cc1cc(C)n(C(=O)COc2ccc([N+](=O)[O-])cc2)n1,94,92,-2.0,7,4,101,7,-1,11
Cc1cccc(OC(C)C(=O)N2CCN(Cc3ccc4c(c3)OCO4)CC2)c1 (stereo not given),94,109,1.2,6,0,106,1,0,2
CN(C)/C=N/c1ncc(C(=O)c2ccc(-c3ccccc3)cc2)s1,95,88,0.6,2,0,78,4,3,-4
O=C(CSCc1ccc([N+](=O)[O-])cc1)NC1CC2CCC1C2 (stereo not given),96,101,0.3,0,-1,101,0,4,5
Cc1ccc(-n2c3nc(=O)[nH]c(=O)c-3cc3cc([N+](=O)[O-])ccc32)cc1,100,97,-1.3,5,24,88,5,20,23
CCOc1cc(C(=O)Nc2c3c(nn2C(C)(C)C)CS(=O)C3)cc(OCC)c1OCC (stereo not given),95,104,-0.4,-18,0,105,0,-11,-8
O=C(O)CSc1cccc2cccnc12,101&98,100&100,0.4&0.6,6&-1,3&11,97&96,4&4,-1&16,4&14
CCOC(=O)/C(=C/c1ccccc1)NC(=O)c1ccco1,98,95,1.1,-3,6,96,1,2,7
COc1cc(C2NC(=O)NC(C)=C2C(=O)OCc2ccccc2)ccc1O (stereo not given),109,109,0.6,6,4,104,1,6,-2
CCOC(=O)c1ccc[n+](CC(=O)Nc2cc(C(F)(F)F)ccc2Cl)c1,99,66,0.0,-5,-10,88,0,-5,-25
CC(=O)c1c(N2CCCC2)nc(=S)n(-c2ccccc2)c1C,87,111,1.7,-1,8,106,1,-6,16
Cc1cc(C)nc(Nc2ccc(F)cc2)n1,108,90,1.6,-2,8,113,.,6,3
COc1cc2c(c(OC)c1)C(c1ccncc1)CC(=O)N2 (stereo not given),86,103,.,34,1,96,3,4,5
CC(C)(C)OC(=O)NCCc1nnc(S(=O)(=O)Cc2ccc(Cl)cc2Cl)o1,82,102,-3.5,39,0,109,4,1,-1
CNC(=O)c1ccsc1NC(=O)CCS(=O)(=O)c1ccc(Cl)cc1,111,104,0.0,-2,2,93,1,-5,-4
N#Cc1c(-c2ccccc2)nc(-c2ccncc2)[nH]c1=O,160,90,2.4,-4,4,101,1,6,10
Cc1c(C=O)c2ccccc2n1CC(=O)NCc1ccc2c(c1)OCO2,93,106,0.3,10,6,101,3,7,3
COc1cccc(C(=O)Nc2c(F)c(F)c(F)c(F)c2F)c1,119,105,-3.1,6,-4,87,0,2,-8
CC1CC1C(=O)Nc1ccc(-c2ccccc2)cc1 (stereo not given),100,91,0.9,8,4,85,0,3,-8
Cc1cccc(OCc2nc3ccccc3n2C)c1,101,106,3.3,6,1,113,0,-1,10
CCOC(=O)c1c(-c2ccc(OC)c(OC)c2)csc1NC(=O)C1CCCO1 (stereo not given),99,96,0.8,3,0,91,0,2,2
O=C(COc1ccccc1F)Nc1ccccc1C(=O)NC1CC1,102,95,.,3,0,95,0,7,5
CCOC(=O)c1c(C)oc2ccc(NS(=O)(=O)c3ccc(C(=O)O)cc3)cc12,102,98,-2.8,0,7,.,5,-4,2
CC(Oc1ccccc1)C(=O)Nc1cccc([N+](=O)[O-])c1 (stereo not given),87,98,1.5,30,2,95,2,2,-5
COc1ccc(Cc2c(N)nc(N)nc2N)cc1,86,92,0.2,2,-3,94,2,-3,-18
O=C(Cn1c(=O)c2cccn2c2cccnc21)NCCCN1CCN(c2ccc(F)cc2)CC1,112,110,-0.5,-4,7,107,0,-4,5
CC(C)c1nnc(NC(=O)CCC(=O)NCC2CCCO2)s1 (stereo not given),95,101,1.2,2,4,98,0,6,0
O=C(NCCCN1CCOCC1)c1cc(-c2ccccc2F)no1,76,101,0.5,8,6,104,0,1,10
Cc1sc(NC(=O)CSc2nnnn2C2CCCC2)c(C#N)c1C,95,96,0.5,-6,9,92,3,13,10
O=C(Nc1ccon1)c1cccc(Cl)c1,109,101,-5.2,3,-4,103,4,-9,-5
O=C(NC1CCCCC1)NC1CC2CCC(C1)N2Cc1nnnn1Cc1ccc2c(c1)OCO2 (stereo not given),99,103,1.3,-11,3,99,0,-6,8
CN(c1ccc(C(=O)NCCc2ccccc2)cc1)S(C)(=O)=O,94,101,-0.2,5,5,100,0,5,5
N#CCN1C(=O)NC2(CCCc3sccc32)C1=O (stereo not given),105,103,-3.2,0,8,93,2,4,10
COc1ccc(NC(=O)c2cnn(-c3ccccc3)c2C)cc1OC,91,102,-1.4,2,4,110,0,3,10
O=C(c1ccccc1)c1cnc(-c2ccc(Cl)cc2)s1,94,104,1.3,3,3,102,6,5,5
COc1ccc(C)cc1S(=O)(=O)N1CCC2(CC1)OCCN2S(=O)(=O)c1cccs1,105,105,-0.5,5,4,88,3,1,9
COC(=O)N[C@H](CC(C)=O)c1cccc(C(F)(F)F)c1,92,93,-0.4,3,7,119,0,4,6
COc1ccc([C@@H]2CC=C(C(=O)O)[C@H](c3cccc(Cl)c3)N2S(=O)(=O)c2ccc(C)cc2)cc1OC,89,89,.,-2,5,121,1,3,-3
CC(c1nnc(SCn2nnc3ccccc3c2=O)n1-c1ccc(Cl)cc1)N(C)C (stereo not given),102,115,-3.8,14,4,101,2,1,4
COc1cccc(-n2c(=S)sc3c(=O)n(-c4ccccc4OC)c(SCC4OCCO4)nc32)c1,96,106,0.3,18,5,105,0,7,0
O=C(CC1C(=O)NCCN1C/C=C/c1ccccc1)NCCCC1CCCC1 (stereo not given),125,91,-1.3,-1,2,87,0,0,2
CC1(c2ccc(Cl)cc2)NC(=O)N(CC(=O)Nc2ccc(N3CCCCC3)cc2)C1=O (stereo not given),105,88,0.5,13,2,79,0,8,0
Cc1onc(NC(=O)NC(=O)c2c(Cl)cccc2Cl)c1Br,92,105,3.1,-22,-4,88,1,4,5
COc1cccc(OCc2nnc(SCc3cc(=O)[nH]c4ccccc34)o2)c1,98,105,1.3,5,1,98,0,0,-2
CC(C)(C)NC(=O)NC(=O)COC(=O)c1nc(-c2ccccc2)n(-c2cccc(C(F)(F)F)c2)n1,103,98,2.9,4,5,104,0,4,-16
Cn1c(N)c(C(=O)CSc2nc3ccccc3n2-c2ccccc2)c(=O)n(C)c1=O,92,103,-1.2,-15,3,109,1,-3,-2
Cc1cccc(N2CCN(C(=O)COc3ccc4c(c3)CCC4)CC2)c1C,100,110,-0.9,4,0,111,5,-2,-5

# (cont.)
SMILES,CR mimetic SO,AGP1-GFP MLPCN,MEX-5 binding,VLA-4 inh,BCLXL inh,CIT2 TOR yeast,GRK2 inh,GLD-1 RNA inh,MCL1 BIM primary
CSC1=C(C#N)C(CC(C)C)C(C(C)=O)=C(C)N1 (stereo not given),86,105,-0.1,8,-1,106,0,2,13
Cc1nnc(-c2ccc(N3CCCCCC3)c([N+](=O)[O-])c2)o1,101,98,-0.1,-2,3,85,0,1,10
COc1ccccc1NC(=O)COC(=O)C12CC3CC(CC(Cl)(C3)C1)C2,109,97,-1.5,-5,2,96,0,5,-6
CCCn1c(SC(C)C(=O)O)nc2ccccc21 (stereo not given),103,109,-3.1,-5,-5,109,5,3,-7
CCC1CO/C(=C(\C(=C(Cl)Cl)N2CCOCC2)[N+](=O)[O-])N1 (stereo not given),109,108,0.4,-10,8,101,1,2,12
O=C(Nc1ccc2c(c1)OCCO2)c1c(F)c(F)c(F)c(F)c1F,96,97,-3.3,-6,2,99,0,-1,3
c1ccn(-c2ccc(-c3ccn[nH]3)cc2)c1,86,94,-2.3,2,-1,97,0,2,8
Cc1ccc(C(=O)N/C(=C/c2cccs2)C(=O)N2CCCCC2)cc1,82,98,0.2,-31,4,86,1,2,1
O=S(=O)(c1ccc(Br)c2ccccc12)N1CCCC1,112,103,0.0,6,3,103,3,5,7
Cc1c(C(=O)O)c(C(=O)O)c2n1CCS2,112,114,-1.0,-7,4,109,2,4,-1
Cc1ccc(C(=O)CCNc2ccc(Cl)cc2)o1,98,103,-0.2,3,2,103,4,0,1
CS(=O)(=O)Nc1ccc(OCc2ccccc2)cc1,97,.,1.8,19,7,92,2,4,1
C/C(=N\NC(=O)OC(C)(C)C)c1ccc[nH]1,105,106,-4.6,-1,-2,106,4,-5,2
COCCCNC(=O)c1cc2c(=O)n3cccc(C)c3nc2s1,124,103,0.9,2,2,102,18,0,0
COc1ccc(OCC(=O)OCC(=O)N2CC(=O)Nc3ccccc32)cc1,101,99,0.6,4,-2,93,0,3,2
